# Screening results as filed in PubChem.
# RGS4 inhibitor = human RGS4 inhibition | P49798 | Transcreener GDP fluorescence polarization, RGS4-accelerated GTP hydrolysis | Potency, µM (doses to about 114 µM), without a hit: top-dose activity change, negative = inhibition, usual class: inhibitors | 390,000 tested, 0.039% active; further: on the % scale 0 is the no-effect control and ±100 the full control effect; nearly all actives have a fitted effect of over 75% in size; some results filed as inactive show a strong effect at the top dose
# Target sequence (P49798 whole entry, looked up): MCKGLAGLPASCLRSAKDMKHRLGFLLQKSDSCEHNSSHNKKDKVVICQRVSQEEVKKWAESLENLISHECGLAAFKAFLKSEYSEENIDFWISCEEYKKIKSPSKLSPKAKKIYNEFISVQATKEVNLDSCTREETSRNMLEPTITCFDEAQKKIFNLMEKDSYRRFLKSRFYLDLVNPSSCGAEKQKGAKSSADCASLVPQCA
#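 MLSMR compounds (23 nl, pin-transferred) preincubated 10 min at room temperature with a 500nM (2x) first reagent, then RGS4 at 900nM (2x) plus Transcreener GDP mix added; fluorescence polarization (620/688 nm) read before and after 90 min at 30 °C.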
# mIDH1 inhibitor = human IDH1 R132H inhibition | O75874 | IDH1-R132H enzyme, NADPH consumption, diaphorase/resazurin fluorescence | Potency, µM (highest dose often 76.6 µM), inactives show top-dose activity change, negative = inhibition, usual class: inhibitors | 390,000 tested, 0.093% active | AID 602179; further: on the % scale 0 is the no-effect control and ±100 the full control effect; nearly all actives have a fitted effect of over 65% in size
#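 IDH1-R132H (0.5 ug/mL) preincubated 30 min with compound, then NADPH (0.016 mM) and alpha-KG (2 mM) added; 80 min at RT, pH 7.5. Remaining NADPH coupled via diaphorase/resazurin to fluorescence (540/590 nm); concentration-response curves normalized to no-enzyme control.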
# TrxR1 substrate = substrates of rat thioredoxin reductase 1 | 390,000 tested, 0.01% active | purified TrxR1 substrate turnover, NADPH consumption readout | AID 588456 | Potency, µM (series often up to 114 µM), without a hit: at the highest dose activity change, negative = substrate turnover | O89049; further: on the % scale 0 is the no-effect control and ±100 the full control effect; nearly all actives have a fitted effect of over 50% in size
# Target sequence (O89049 whole entry, looked up): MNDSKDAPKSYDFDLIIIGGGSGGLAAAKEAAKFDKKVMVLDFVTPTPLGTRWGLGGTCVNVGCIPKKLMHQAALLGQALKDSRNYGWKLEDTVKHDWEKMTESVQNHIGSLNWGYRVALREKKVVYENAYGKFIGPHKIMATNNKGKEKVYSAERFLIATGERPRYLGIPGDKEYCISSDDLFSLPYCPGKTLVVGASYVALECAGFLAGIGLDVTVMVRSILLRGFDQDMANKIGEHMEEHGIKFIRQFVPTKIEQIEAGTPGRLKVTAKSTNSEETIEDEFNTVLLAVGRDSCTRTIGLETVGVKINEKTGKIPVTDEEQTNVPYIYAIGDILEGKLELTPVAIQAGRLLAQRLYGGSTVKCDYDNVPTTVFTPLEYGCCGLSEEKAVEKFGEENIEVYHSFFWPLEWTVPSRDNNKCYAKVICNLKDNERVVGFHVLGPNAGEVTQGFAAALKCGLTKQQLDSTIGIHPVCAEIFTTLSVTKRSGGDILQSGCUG
#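 Rat TrxR1, dispensed at 90 nM, was prereduced with 400 uM NADPH (final) for 5 min at ~22 deg C, then incubated with compound 15 min before 400 uM selenite. A first-read NADPH fluorescence drop versus no-compound background flagged substrates.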
# USP1 inh = blocks the human USP1/UAF1 deubiquitinase complex. recombinant USP1/UAF1, Ub-Rhodamine cleavage fluorescence. 390,000 tested, 0.23% active. O94782. Potency, µM (top dose mostly 57.1 µM), for inactives: top-dose activity change, negative = inhibition, usual class: inhibitors; further: on the % scale 0 is the no-effect control and ±100 the full control effect; nearly all actives have a fitted effect of over 60% in size; inactives centre near -12
#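 High-throughput fluorogenic screen: 1nM USP1/UAF1 complex, Ub-Rho substrate 150nM final, 50mM HEPES pH 7.8 with 0.5mM EDTA, 0.1 mg/ml BSA, 1mM TCEP and 0.01% Tween-20.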
# Vif-A3F inh = Vif-A3F binding inhibition. HeLa A3F-eYFP + Vif (tagged APOBEC3F with the HIV-1 protein that degrades it), YFP fluorescence increase. Potency, µM (top dose mostly 46.1 µM), for inactives: at the top dose activity, negative = active. 390,000 tested, 0.2% active. AID 602313; further: % of control where 0% means no effect; nearly all actives have a fitted effect of over 65% in size
#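 Fluorescence increase (Ex 488/Em 500-530) after overnight compound treatment at 37 deg C flags inhibition of Vif-driven A3F-eYFP loss in stable HeLa A3F-eYFP/Vif cells seeded overnight beforehand.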
# ALOX12 inh = inhibitors of human 12S-lipoxygenase ALOX12; 580,000 tested, 1.1% active; P18054; Potency, µM (series often up to 108 µM), inactives show at the top dose activity change, negative = inhibition, most hits filed as inhibitors; purified 12hLO, xylenol orange hydroperoxide absorbance; further: on the % scale 0 is the no-effect control and ±100 the full control effect
#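 Hydroperoxide product was detected by ferrous iron/xylenol orange as the 573 to 405 nm absorbance ratio. Arachidonic acid at 40 uM (final) was turned over for 30 min at room temperature by 150 nM human 12hLO, pH 7.0 Hepes buffer, after 15 min compound preincubation.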
# Vif-A3G inh = inhibitors of Vif-APOBEC3G interaction; HeLa A3G-eYFP + Vif (tagged APOBEC3G with the HIV-1 protein that degrades it), YFP fluorescence, overnight; Potency, µM (top dose mostly 46.1 µM), for the others: top-dose activity, negative = active, hits mostly inhibitors; 410,000 tested, 0.076% active;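 further: on the % scale 0 is the no-effect control and ±100 the full control effect; nearly all actives have a fitted effect of over 60% in size; hits raise eYFP signal because A3G escapes Vif-driven loss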
# Target sequence (Q9HC16 whole entry, looked up): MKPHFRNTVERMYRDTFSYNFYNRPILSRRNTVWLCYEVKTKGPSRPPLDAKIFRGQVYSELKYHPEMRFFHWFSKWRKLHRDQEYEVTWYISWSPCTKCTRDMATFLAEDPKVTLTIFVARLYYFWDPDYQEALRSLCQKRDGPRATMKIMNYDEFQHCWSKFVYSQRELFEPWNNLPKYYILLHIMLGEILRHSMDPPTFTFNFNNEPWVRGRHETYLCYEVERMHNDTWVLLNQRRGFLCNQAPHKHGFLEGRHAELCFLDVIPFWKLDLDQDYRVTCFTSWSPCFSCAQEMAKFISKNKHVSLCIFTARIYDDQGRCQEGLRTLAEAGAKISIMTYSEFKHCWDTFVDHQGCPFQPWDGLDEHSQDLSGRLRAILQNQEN
#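 HeLa cells stably expressing Vif and C-terminally eYFP-tagged A3G, seeded overnight at 37 deg C, then exposed to compound by pintool overnight at 37 deg C. Rise in yellow fluorescence (Ex 488/Em 500-530, Acumen) marks blocked Vif-driven A3G degradation.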
# RXFP1 ag = RXFP1 (human) receptor agonism; Potency, µM (top dose mostly 57.5 µM), without a hit: at the highest dose activation, hits mostly activators; Q9HBX9; HEK293T-RXFP1 cAMP TR-FRET, 30 min; response scale: percent of porcine relaxin response, buffer zero; AID 2676; 370,000 tested, 0.3% active; further: on the % scale 0 is the no-effect control and ±100 the full control effect; nearly all actives have a fitted effect of over 60% in size; many of its hits are not listed in these tables
#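 Agonist response is measured as cAMP accumulation in an RXFP1-transfected HEK293T line under PDE4 inhibition. Values are scaled between buffer-only and 29 nM porcine relaxin, and EC50s come from standard Hill equation fits.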
# TrxR1 inh = inhibitors of rat thioredoxin reductase 1; O89049; recombinant rTrxR1, NADPH fluorescence consumption, selenite substrate; Potency, µM (titrated, usually from 114 µM), for the others: top-dose activity change, negative = inhibition, usual class: inhibitors; 390,000 tested, 1% active; further: on the % scale 0 is the no-effect control and ±100 the full control effect; nearly all actives have a fitted effect of over 65% in size
#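 Rat TrxR1 (90 nM in the dispensed reagent) was pre-reduced with 400 uM NADPH for 5 min at room temperature, then incubated with compound for 15 min. After 400 uM selenite was added, NADPH fluorescence (Ex 340/Em 450 nm) was followed for 8 min.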
# * = called active by the depositor; i = inactive; ? = inconclusive; nt = no result given; & = joins results of further samples; [ ] = remark or other dose. The call rests on the fitted dose curve; in most records, active means well fitted curve in the direction sought with a large enough effect; inconclusive means small, poorly fitted or top-dose-only effect, or another doubt; inactive means no such curve, though single readings can be large; an effect the other way counts as inactive or inconclusive. Potency means the concentration at half of the fitted maximal effect. A portion of the library (hit frequency here may not be typical).
SMILES,RGS4 inhibitor,mIDH1 inhibitor,TrxR1 substrate,USP1 inh,Vif-A3F inh,ALOX12 inh,Vif-A3G inh,RXFP1 ag,TrxR1 inh
O=C(CCc1nc(-c2cccs2)no1)Nc1cccc([N+](=O)[O-])c1,3%,-3%,-8%,-18%,-2%,4%,0%,2.1%,16%
S=C1COC(c2ccccc2)N1c1ccccc1 (stereo not given),-6%,-5%,3%,-10%,2%,4%,-1%,1.1%,14%
COc1ccc(Cl)cc1S(=O)(=O)N1CCN(C)CC1,3%,0%,3%[57.1 µM],1%,2%,2%[57.4 µM],0%,-1.4%,5%[57.1 µM]
Cn1ccc(C(=O)N2CCCc3ccccc32)n1,6%,8%,11%[57.1 µM],-6%,-4%,0%,1%,1.0%,10%[57.1 µM]
COc1ccc(/C(C)=N\NS(=O)(=O)c2ccccc2)cc1OC,8%,5%,10%[57.1 µM],-14%,-5%,-22%,1%,-0.3%,2%
O=C(CNC(=O)c1cccs1)N/N=C/c1c[nH]c2ccccc12,-52%[56.9 µM],9%,-4%,-9%,3%,5%,-1%,1.3%,-4%
Cc1nn(Cc2ccc(Cl)cc2)c(C)c1NC(=O)c1cc(C(C)C)on1,33%,-6%,2%,-12%,4%,13%,-8%,3.0%,15%
CCOc1ccc(NC(=O)CS(=O)CC(=O)N(CC(=O)NC(C)(C)C)C2CCCC2)cc1 (stereo not given),7%,1%,-2%,?,-3%,-30%,6%,1.9%,1%
CCOC(=O)C1=C(C)Nc2ccccc2N=C1NC(=O)C(CC)c1ccccc1 (stereo not given),0%,2%,-1%,-5%,-7%,-3%,-1%,-0.3%,6%
CC(=O)c1ccc(OCC(=O)N(C)CC(=O)Nc2ccc(N3CCOCC3)cc2)cc1,10%,18%,0%,-2%,?,1%,-2%,0.1%,-8%
COc1ccc(-n2c(C)nn(CCOc3ccccc3)c2=O)cc1,-12%,10%,7%[57.1 µM],-13%,-3%,0%,0%,0.2%,39%[57.1 µM]
COc1ccc(CCNC(=S)NCCc2c[nH]c3ccccc23)cc1,15%[56.9 µM],3%,-6%,-3%,12%,45µM*,4%,-1.7%,5%
COc1ccccc1CN(Cc1cc2c(C)ccc(C)c2[nH]c1=O)Cc1nnnn1Cc1ccco1,-10%,-1%,6%[57.1 µM],-2%,0%,?,3%,9.5%,12%[57.1 µM]
COc1ccccc1-n1c(SCC(=O)Nc2ccc(Br)cc2)nc(O)cc1=O,-1%,0%,4%[2.29 µM],-6%,0%,i,0%,0.8%,9%[57.1 µM]
O=c1[nH]nc(Cc2ccc3ccccc3n2)c2ccccc12,0%,0%,-5%,-26%,1%,0%,2%,3.2%,-5%
O=C(CN1CCC(NC(=O)C2CCCCC2)CC1)Nc1ccccc1,-12%,-4%,5%,-15%,5%,?,-1%,nt,1%
CS(=O)(=O)N1CCN(c2ccccc2NC(=O)Cc2ccccc2)CC1,-3%,-3%,9%[57.1 µM],4%,0%,0%,-6%,1.8%,5%[57.1 µM]
O=C(c1cccnc1)N1CCN(Cc2cccc(Br)c2)CC1,22%,8%,8%,34%[activator],-1%,?,-3%,0.0%,7%
CC(C)(C)C(=O)Nc1cc(C(F)(F)F)ccc1N1CCOCC1,11%,-3%,-9%,0%,3%,-5%,0%,-0.9%,1%
N#CC1C(C#N)N2CCCN2C1c1ccc(Br)cc1 (stereo not given),-10%,8%,8%[57.1 µM],-3%,4%,-2%,0%,-2.3%,-1%[57.1 µM]
CCOC(=O)CNC(=O)Cn1cnc2sc(C)c(S(=O)(=O)N3CCOCC3)c2c1=O,-20%,-6%,-6%[57.1 µM],-17%,11%,?,1%,4.0%,20%[0.0914 µM]
CC(C)COC(=O)Cn1nnc2sc(-c3ccccc3)cc2c1=O,0%,nt,-3%,-24%,nt,-16%,nt,3.4%,-6%
COc1cc(NS(=O)(=O)c2ccc(NC(=O)/C(=C/c3ccccc3Cl)NC(=O)c3ccccc3)cc2)nc(OC)n1,-31%,2%,-2%,-12%,3%,0%,0%,-0.9%,-4%
COC(=O)c1ccc(OCC2c3cc(OC)c(OC)cc3CCN2C(=O)c2ccc(F)cc2)cc1 (stereo not given),10%,15%,-3%[57.1 µM],?,-7%,-5%,-1%,2.1%,3%[57.1 µM]
COCCNC(=S)N/N=C/c1c2ccccc2cc2ccccc12,-11%,1%,2%,?,?,40µM*,-5%,0.5%,0%

# Full records as entered above:
# CCOC(=O)C1=C(C)Nc2ccccc2N=C1NC(=O)C(CC)c1ccccc1 (stereo not given) across the screens: RGS4 inhibitor = 0%; mIDH1 inhibitor = 2%; TrxR1 substrate = -1%; USP1 inh = -5%; Vif-A3F inh = -7%; ALOX12 inh = -3%; Vif-A3G inh = -1%; RXFP1 ag = -0.3%; TrxR1 inh = 6%
# COc1ccc(CCNC(=S)NCCc2c[nH]c3ccccc23)cc1 across the screens: RGS4 inhibitor = 15%[56.9 µM]; mIDH1 inhibitor = 3%; TrxR1 substrate = -6%; USP1 inh = -3%; Vif-A3F inh = 12%; ALOX12 inh = 45µM*; Vif-A3G inh = 4%; RXFP1 ag = -1.7%; TrxR1 inh = 5%

# The results go on.
SMILES,RGS4 inhibitor,mIDH1 inhibitor,TrxR1 substrate,USP1 inh,Vif-A3F inh,ALOX12 inh,Vif-A3G inh,RXFP1 ag,TrxR1 inh
COc1ccc(C(=O)C[n+]2ccc3c(c2)nc(-c2ccc(OC)cc2OC)n3C)cc1,4%,8%,13%[57.1 µM],-21%,-1%,184%[activator],2%,2.3%,1%[57.1 µM]
CCOC(=O)c1sc2cccc(F)c2c1S(=O)(=O)Nc1ccccc1F,-44%,0%,2%[57.1 µM],-22%,1%,2%,-4%,-1.8%,11%[57.1 µM]
CC1CCN(C(=O)/C(=C\c2ccccc2F)NC(=O)c2ccccc2)CC1,2%,15%,3%[57.1 µM],-9%,-1%,2%,-1%,-3.0%,7%[57.1 µM]
CCN1CCN(C(=O)c2ccc3c(c2)N(Cc2c(F)cccc2Cl)C(=O)c2ccccc2S3)CC1,-5%,1%,-5%,?,0%,?,-2%,1.4%,7%
COc1ccc(N=Cc2c(O)n(-c3ccc(OC)cc3)c(=O)c3ccccc23)cc1,25%,5%,7%[57.1 µM],-9%,11µM*,-26%,-1%,2.1%,-1%[57.1 µM]
CCSCCNC(=O)c1cc(-n2cnnc2)ccc1Cl,-15%,2%,-6%,-11%,-8%,?,0%,0.1%,-11%
CC(=O)Nc1ccc2c(c1)C(=O)N(c1cccc3ccccc13)C2=O,-20%,7%,-9%,-5%,-8%,?,0%,0.1%,13%[57.1 µM]
Cc1cccc(N2CCN(C(=O)Cc3c(C(=O)O)c(C)cn3C)CC2)c1C,-2%,51%[activator],-3%[57.1 µM],-21%,-9%,4%,-2%,1.8%,6%[57.1 µM]
CC(C)OC(=O)CSc1ncnc2c1cnn2Cc1ccccc1,-30%,13%,-14%[57.1 µM],-21%,5%,7%,-1%,3.8%,-5%[57.1 µM]
C=CCn1c(SCC(=O)Nc2ccc3c(c2)OCCO3)nnc1-c1ccco1,-20%,10%,-5%,-6%,-4%,13%,0%,2.1%,-11%
COC(=O)c1cn(NC(=O)Cc2ccccc2OC)c(=O)c2ccccc12,17%,-5%,-3%,-4%,6%,0%,2%,1.7%,-2%
Cc1ccc(OCCn2c(=S)[nH]c3c(N)ncnc32)cc1,1%,9%,11%[57.1 µM],-17%,0%,?,0%,5.3%,0%[57.1 µM]
Cc1cc(NC(=O)Cn2cc([N+](=O)[O-])cn2)no1,-31%,0%,10%,-16%,1%,-26%,2%,6.5%,-4%
Cc1ccc(Nc2ncnc3c2oc2ccccc23)cc1,8%,2%,6%,-8%,1%,7%,-8%,0.0%,-10%
O=C(CC(C(=O)O)c1c[nH]c2ccccc12)c1ccccc1 (stereo not given),-1%,-11%,2%,-17%,2%,-11%,-9%,3.6%,-5%
Cn1c(CCCNC(=O)c2ccco2)nc2ccccc21,-4%,-5%,0%,-17%,-6%,?,-6%,nt,3%
CCOc1ccc(-c2[nH]ncc2-c2csc(C)n2)c(O)c1,3%,1%,-7%,-9%,18%,-2%,3%,0.6%,-7%
Cc1ccc(NC(=O)CC(C)S(=O)(=O)c2ccc3c(c2)NC(=O)CO3)c(Cl)c1 (stereo not given),27%[11.4 µM],-10%&-7%,2%&5%,-26%&-23%,-7%&-2%,4%&-27%,0%&1%,3.9%&2.1%,16%&20%
C#CCOCCOCCOCCNc1nc(N2CCN(C(=O)[C@H](CCCCN)n3cc([C@@H](N)CC(C)C)nn3)CC2)nc(N2CCN(C(=O)[C@H](Cc3ccc(O)cc3)n3cc([C@@H](N)CC(C)C)nn3)CC2)n1,0%,5%[38.3 µM],-4%,-4%,1%,nt,3%,0.2%,2%
O=S(=O)(c1ccccc1)c1nc(-c2ccco2)oc1NCc1ccccc1,-1%,5%,7%,-11%,1%,-11%,2%,-0.2%,?
CC(C)(C)c1ccc(CS(=O)CC(O)CO)cc1 (stereo not given),1%,2%,10%[11.4 µM],-14%,-2%,4%,-3%,1.0%,11%
O=C(CSC1=Nc2ccccc2N=C(c2ccc(F)cc2)C1)Nc1ccccc1,-11%,13%,2%[57.1 µM],-20%,-3%,-5%,-1%,1.7%,28%[57.1 µM]
Cc1ccc2[nH]c(=O)c(CN(CCCN3CCOCC3)C(=O)NC3CCCCC3)cc2c1,-7%,1%,1%[57.1 µM],-13%,5%,1%,2%,1.8%,-13%[57.1 µM]
